V1R ag counter: counter-screen for oxytocin receptor agonists: human V1a receptor agonists; CHO-V1R cells, Fluo-8 calcium fluorescence, agonist mode; 0% DMSO, 100% 3 nM vasopressin; AID 2797; P37288; 320,000 compounds, 0.25% hits; activation, % at 3 µM;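 active = activation above the mean activation of all tested compounds plus 3 SD, per screening run, cut at about 20% in these data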;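 note: signal is peak over basal fluorescence ratio across a 100 second FLIPR read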
Target sequence (P37288 whole entry, looked up): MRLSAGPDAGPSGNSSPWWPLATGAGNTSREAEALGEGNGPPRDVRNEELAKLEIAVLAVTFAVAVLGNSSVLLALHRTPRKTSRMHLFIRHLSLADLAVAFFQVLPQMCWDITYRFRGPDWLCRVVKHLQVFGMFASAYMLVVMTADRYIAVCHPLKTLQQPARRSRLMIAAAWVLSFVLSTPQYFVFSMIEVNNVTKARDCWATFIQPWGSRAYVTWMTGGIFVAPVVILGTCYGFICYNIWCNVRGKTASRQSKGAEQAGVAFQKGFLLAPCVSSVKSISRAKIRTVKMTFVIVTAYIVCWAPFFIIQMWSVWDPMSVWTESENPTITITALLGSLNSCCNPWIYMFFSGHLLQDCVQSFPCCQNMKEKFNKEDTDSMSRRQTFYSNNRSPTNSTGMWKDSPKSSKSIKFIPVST
TAAR1 antag: antagonists of human TAAR1; CHO RD-HGA16 TAAR1, Fluo-8 calcium fluorescence, antagonist; inhibition, % at 3 µM; 360,000 compounds, 1.5% hits; Q96RJ0;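 active = inhibition above a per-plate cutoff, the mean inhibition of test compounds on that plate plus 3 SD, cut at about 49% in these data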;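 note: 0% = DMSO plus EC80 beta-PEA response and 100% = DMSO alone without agonist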
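Assay system: RD-HGA16 CHO cells with stable hTAAR1 and Gα16 / Reagent: EC80 β-phenethylamine stimulus / Doses: 3 µM, single point / Timing: dye loading 75 min at 37 °C, then 30 min room temperature / Measured by: Fluo-8 intracellular calcium dye fluorescence, real-time kinetic reads / Controls: vehicle wells and EC80 agonist wells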
CHRM1 agonist: agonists of human M1 muscarinic receptor; CHO-K1 hM1, Fluo-8 calcium fluorescence, agonist mode; 0% DMSO, 100% acetylcholine EC100; activation, % at 3 µM; 360,000 compounds, 0.33% hits; P11229;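 active = activation above the run's mean compound activation plus 3 SD, cut at about 16% in these data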;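 note: peak over basal fluorescence ratio within a 140 s kinetic read after compound addition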
M1 ag parental: M1 agonist counterscreen hit in parental CHO-K1 cells; Fluo-8 calcium fluorescence; scaled to maximal ATP response, vehicle zero; 360,000 compounds, 0.48% hits; activation, % at 3 µM; in the data active = activation above about 15%;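 note: untransfected CHO-K1 host cells lacking M1 receptor as counterscreen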
TAAR1 ag: human TAAR1 agonism; activation, % at 3 µM; AID 624467; Q96RJ0; CHO RD-HGA16 TAAR1, Fluo-8 calcium fluorescence; vehicle wells 0%, saturating PEA agonist 100%; 360,000 compounds, 0.99% hits;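 active = activation above the mean activation of all test compounds in the run plus 3 SD, cut at about 38% in these data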
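Assay system: CHO-derived RD-HGA16 cells with stable Gα16 and human TAAR1; timing: 17-24 h seeding, 75 min 37 °C dye, 30 min RT; read-out: % activation from peak over basal fluorescence ratio, DMSO-to-PEA scaled; measured by: kinetic Fluo-8 calcium fluorescence; benchmarks: low control DMSO, high control PEA (EC100); doses: 3 µM single concentration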
CHO-K1 Ca antag: M1 antagonist counterscreen hit in parental CHO-K1 cells. ATP-induced calcium, Fluo-8 fluorescence. inhibition, % at 3 µM. 360,000 compounds, 0.6% hits. AID 602250;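 active = inhibition above a per-plate cutoff, the plate's mean sample inhibition plus 3 SD, cut at about 24% in these data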;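 note: 0% = DMSO plus EC80 ATP and 100% = DMSO alone without ATP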
OXTR potentiator: potentiates the human oxytocin receptor response. P30559. CHO-OTR cells, Fluo-8 calcium fluorescence, potentiator mode; 0% = oxytocin EC15, 100% = EC100. activation, % at 3 µM. 320,000 compounds, 0.061% hits;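 active = activation above that plate's cutoff, the mean activation of tested compounds plus 3 SD, cut at about 6.6% in these data, passing the limit was not always enough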;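 note: 100% uses oxytocin at 75 nM as the full agonist control; some results filed as inactive read as strong as hits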
Target sequence (P30559 whole entry, looked up): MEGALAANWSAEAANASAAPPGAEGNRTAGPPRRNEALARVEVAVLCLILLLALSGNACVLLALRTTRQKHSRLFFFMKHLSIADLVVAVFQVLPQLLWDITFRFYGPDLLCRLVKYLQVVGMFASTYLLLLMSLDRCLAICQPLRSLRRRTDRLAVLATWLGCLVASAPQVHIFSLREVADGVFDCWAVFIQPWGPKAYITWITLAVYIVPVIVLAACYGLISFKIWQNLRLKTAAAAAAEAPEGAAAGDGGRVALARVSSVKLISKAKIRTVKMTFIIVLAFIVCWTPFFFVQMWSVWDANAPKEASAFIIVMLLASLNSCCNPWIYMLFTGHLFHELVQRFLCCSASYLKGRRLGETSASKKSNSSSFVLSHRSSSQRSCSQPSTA
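assay system = CHO-OTR cells, human receptor | schedule = compound 6 min at room temperature before oxytocin, 100 s read | detection = Fluo-8 intracellular calcium fluorescence, ex 470-495, em 515-575 nm | evaluation = normalized max/min fluorescence ratio, % activation | control set = EC15 oxytocin alone as 0%, 75 nM oxytocin (EC100) as 100%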
CHO parental Ca: signal in parental CHO cells, OX1R antagonist counter-screen; parental CHO-K1, ATP-induced calcium, Fluo-8 fluorescence; inhibition, % at 5.6 µM; 330,000 compounds, 0.63% hits;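 active = inhibition above that plate's mean sample inhibition plus 3 SD, cut at about 26% in these data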;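 note: 0% = ATP-challenged DMSO wells and 100% = DMSO wells without ATP; some compounds past the cut are filed as inactive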
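Assay system – parental CHO cells · Reagent – ATP stimulus · Detection – intracellular calcium via Fluo-8 no-wash fluorescent dye · Evaluation – percent inhibition of ATP-evoked calcium rise, normalized to controls · Controls – ATP wells versus no-ATP DMSO wells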
CHO-K1 Ca PAM: M1 PAM counterscreen hit in parental CHO-K1 cells; ATP EC20, Fluo-8 calcium fluorescence; 0% at ATP EC20, 100% at ATP max; activation, % at 3 µM; 360,000 compounds, 0.02% hits;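 active = activation above the run cutoff, the mean activation of all test compounds plus 3 SD, cut at about 40% in these data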;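 note: peak over basal fluorescence ratio in a 140 s read after ATP addition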
* marks the source's active call; other numbers are inactive results.

Start of the listing, in advance:
For COc1ccc(CC(=O)N2CCN(c3ccccn3)CC2)cc1OC the results were V1R ag counter 1.5, TAAR1 antag -13.4, CHRM1 agonist -2.0, M1 ag parental 0.6, TAAR1 ag 9.7, CHO-K1 Ca antag -6.1, OXTR potentiator -14.2, CHO parental Ca -5.0 and CHO-K1 Ca PAM 11.0.
`O=c1cc(CSc2nnc(NC3CCCCC3)s2)nc2sccn12` gave V1R ag counter -0.1, TAAR1 antag -6.0, CHRM1 agonist -1.3, M1 ag parental 1.1, TAAR1 ag 4.6, CHO-K1 Ca antag 9.9, OXTR potentiator -7.0, CHO parental Ca -13.2 and CHO-K1 Ca PAM -2.0.
Screening CCCCNc1cc(NC(C)=O)cc2cc(OC)c(OC)cc12 returned V1R ag counter 0.3, TAAR1 antag 3.3, CHRM1 agonist -4.1, M1 ag parental 0.4, TAAR1 ag 4.1, CHO-K1 Ca antag 1.7, OXTR potentiator -1.3, CHO parental Ca -18.9 and CHO-K1 Ca PAM 3.8.
For Cn1c(N)c(C(=O)COC(=O)c2cnc(Cl)c(Cl)c2)c(=O)n(C)c1=O the results were V1R ag counter 3.4, TAAR1 antag -28.4, CHRM1 agonist -5.4, M1 ag parental 2.5, TAAR1 ag 7.3, CHO-K1 Ca antag -15.3, OXTR potentiator 1.4, CHO parental Ca -7.8 and CHO-K1 Ca PAM 19.8.

Results, from the first entry:
For COc1ccc(CC(=O)N2CCN(c3ccccn3)CC2)cc1OC the results were V1R ag counter 1.5, TAAR1 antag -13.4, CHRM1 agonist -2.0, M1 ag parental 0.6, TAAR1 ag 9.7, CHO-K1 Ca antag -6.1, OXTR potentiator -14.2, CHO parental Ca -5.0 and CHO-K1 Ca PAM 11.0.
`O=c1cc(CSc2nnc(NC3CCCCC3)s2)nc2sccn12` gave V1R ag counter -0.1, TAAR1 antag -6.0, CHRM1 agonist -1.3, M1 ag parental 1.1, TAAR1 ag 4.6, CHO-K1 Ca antag 9.9, OXTR potentiator -7.0, CHO parental Ca -13.2 and CHO-K1 Ca PAM -2.0.
Screening CCCCNc1cc(NC(C)=O)cc2cc(OC)c(OC)cc12 returned V1R ag counter 0.3, TAAR1 antag 3.3, CHRM1 agonist -4.1, M1 ag parental 0.4, TAAR1 ag 4.1, CHO-K1 Ca antag 1.7, OXTR potentiator -1.3, CHO parental Ca -18.9 and CHO-K1 Ca PAM 3.8.
For Cn1c(N)c(C(=O)COC(=O)c2cnc(Cl)c(Cl)c2)c(=O)n(C)c1=O the results were V1R ag counter 3.4, TAAR1 antag -28.4, CHRM1 agonist -5.4, M1 ag parental 2.5, TAAR1 ag 7.3, CHO-K1 Ca antag -15.3, OXTR potentiator 1.4, CHO parental Ca -7.8 and CHO-K1 Ca PAM 19.8.
`Cc1c(C(=O)NNC(=O)c2csc(N3CCOCC3)n2)oc2ccc(Br)cc12` gave TAAR1 antag -4.2, CHRM1 agonist 1.8, M1 ag parental 2.1, TAAR1 ag 2.5, CHO-K1 Ca antag -3.3 and CHO-K1 Ca PAM 11.6.
Screening C=CCn1c(SCC(=O)Nc2ccc(F)cc2F)nnc1-c1cnccn1 returned V1R ag counter -0.5, TAAR1 antag -17.8, CHRM1 agonist -2.1, M1 ag parental 1.4, TAAR1 ag 0.6, CHO-K1 Ca antag -18.4, OXTR potentiator 0.2, CHO parental Ca -11.5 and CHO-K1 Ca PAM 17.8.
CC(=O)Nc1cccc(-c2ccnc3c2CC(C)(C(=O)Nc2ccc(Cl)cc2)O3)c1 (configuration not stated) was read as TAAR1 antag -21.6, CHRM1 agonist 4.2, M1 ag parental 1.3, TAAR1 ag 10.8, CHO-K1 Ca antag -13.0 and CHO-K1 Ca PAM 8.1.
C/C(=N/NC(=O)C(O)(c1ccccc1)c1ccccc1)c1ccc([N+](=O)[O-])o1 was read as V1R ag counter 0.1, TAAR1 antag 16.1, CHRM1 agonist -4.3, M1 ag parental 0.7, TAAR1 ag 9.1, CHO-K1 Ca antag 13.9, OXTR potentiator -12.9, CHO parental Ca -16.7 and CHO-K1 Ca PAM -13.8.
`CCOc1ccc(NC(=O)CN(C)C(=O)Cc2ccc3c(c2)OCCO3)cc1OCC` gave TAAR1 antag 6.9, CHRM1 agonist -5.2, M1 ag parental 1.3, TAAR1 ag 3.6, CHO-K1 Ca antag -1.1 and CHO-K1 Ca PAM 4.2.
For O=[N+]([O-])c1ccc(/C=C/c2ccc3cccc([N+](=O)[O-])c3n2)cc1 the results were V1R ag counter -1.1, TAAR1 antag -10.7, CHRM1 agonist -7.5, M1 ag parental -0.4, TAAR1 ag -2.0, CHO-K1 Ca antag -0.2, OXTR potentiator -1.0, CHO parental Ca -25.7 and CHO-K1 Ca PAM 21.4.
`COc1cc(NC(=S)NCCc2ccccc2)c(OC)cc1NC(=O)CC(C)C` gave V1R ag counter -1.2, TAAR1 antag 3.7, CHRM1 agonist -6.2, M1 ag parental 0.5, TAAR1 ag 5.6, CHO-K1 Ca antag -9.5, OXTR potentiator -8.7, CHO parental Ca -28.8 and CHO-K1 Ca PAM 22.7.
O=C(CN1C(=O)COc2ccc(S(=O)(=O)N3CCCCC3)cc21)NCc1ccc(F)cc1 was read as V1R ag counter 0.6, TAAR1 antag 5.1, CHRM1 agonist -5.7, M1 ag parental 0.5, TAAR1 ag -1.2, CHO-K1 Ca antag -11.8, OXTR potentiator -3.0, CHO parental Ca -31.0 and CHO-K1 Ca PAM 7.9.
Screening Cn1nc(-c2ccc(Cl)cc2)c2cc(C(=O)N3CCOCC3)sc21 returned V1R ag counter 0.7, TAAR1 antag 21.5, CHRM1 agonist -3.8, M1 ag parental 1.0, TAAR1 ag -1.3, CHO-K1 Ca antag 5.6, OXTR potentiator 6.2, CHO parental Ca -14.1 and CHO-K1 Ca PAM 10.2.
For COc1cc(/C=N\NC(=O)Cn2nnc3ccccc32)cc(OC)c1OC the results were V1R ag counter 0.4, TAAR1 antag -6.1, CHRM1 agonist -2.0, M1 ag parental -0.3, TAAR1 ag 8.2, CHO-K1 Ca antag -3.4, OXTR potentiator -17.0, CHO parental Ca -5.2 and CHO-K1 Ca PAM -11.1.
Screening CCOc1ccc(NCc2cccn2-c2nnc(N3CCC(C(=O)NCCCN4CCCCC4)CC3)s2)cc1 returned V1R ag counter 0.7, TAAR1 antag -12.0, CHRM1 agonist -5.1, M1 ag parental -0.2, TAAR1 ag 2.5, CHO-K1 Ca antag -10.6, OXTR potentiator -5.3, CHO parental Ca -15.7 and CHO-K1 Ca PAM 2.7.
COc1ccc(CNC(=O)CCNS(=O)(=O)c2ccc3c(c2)oc(=O)n3C)cc1 was read as V1R ag counter -1.2, CHRM1 agonist -0.4, M1 ag parental 3.2, CHO-K1 Ca antag 14.7, OXTR potentiator -7.7, CHO parental Ca 10.3 and CHO-K1 Ca PAM -28.7.
For O=C(Cn1nnc(-c2ccc3c(c2)OCO3)n1)Nc1ccccc1C(=O)O the results were V1R ag counter 9.0, TAAR1 antag -32.2, CHRM1 agonist -0.9, M1 ag parental -0.2, TAAR1 ag 1.5, CHO-K1 Ca antag 6.3, OXTR potentiator -10.2, CHO parental Ca 0.2 and CHO-K1 Ca PAM 13.4.
For Nc1c(Cl)c(Cl)nc(C(=O)OCC(=O)N2CCCC2=O)c1Cl the results were V1R ag counter 1.0, TAAR1 antag 2.1, CHRM1 agonist -0.2, M1 ag parental 2.1, TAAR1 ag 1.2, CHO-K1 Ca antag -7.2, OXTR potentiator 1.2, CHO parental Ca -13.4 and CHO-K1 Ca PAM 5.5.
Cc1ccnc(NC(=O)CCC(=O)c2cccs2)c1 was read as V1R ag counter -0.8, TAAR1 antag -14.1, CHRM1 agonist -5.0, M1 ag parental 0.1, TAAR1 ag 4.8, CHO-K1 Ca antag -1.8, OXTR potentiator -8.1, CHO parental Ca -5.4 and CHO-K1 Ca PAM -13.8.
Screening Cc1cc(F)ccc1NCC(=O)Nc1ccc(Br)cc1C returned V1R ag counter 0.1, TAAR1 antag -0.1, CHRM1 agonist -6.6, M1 ag parental 0.5, TAAR1 ag -0.1, CHO-K1 Ca antag 8.6, OXTR potentiator -1.3, CHO parental Ca -25.7 and CHO-K1 Ca PAM -0.3.
For O=C(CNC(=O)c1ccc(Cl)cc1)OCCN1C(=O)c2ccccc2C1=O the results were V1R ag counter 1.8, TAAR1 antag -2.7, CHRM1 agonist -2.9, M1 ag parental 3.5, TAAR1 ag 11.8, CHO-K1 Ca antag -9.4, OXTR potentiator -0.4, CHO parental Ca -21.2 and CHO-K1 Ca PAM 12.8.
For Cc1noc(C)c1COC(=O)c1ccc2c(c1)OCCO2 the results were V1R ag counter 1.7, TAAR1 antag 8.6, CHRM1 agonist -3.4, M1 ag parental 1.8, TAAR1 ag 7.8, CHO-K1 Ca antag -4.4, OXTR potentiator -7.9, CHO parental Ca -7.4 and CHO-K1 Ca PAM 18.0.
For Cc1cccc(N2CCCC2=Nc2ccc(Br)cc2C#N)c1 the results were V1R ag counter 0.1, TAAR1 antag 18.4, CHRM1 agonist -4.9, M1 ag parental 0.2, TAAR1 ag -0.7, CHO-K1 Ca antag -18.8, OXTR potentiator -7.2, CHO parental Ca -25.5 and CHO-K1 Ca PAM 20.1.
Screening COc1cc(C(=O)OCC(=O)Nc2ccc(OC(F)F)cc2)cc(OC)c1OC returned V1R ag counter 1.6, TAAR1 antag -18.7, CHRM1 agonist 2.1, M1 ag parental 1.8, TAAR1 ag 3.0, CHO-K1 Ca antag -6.8, OXTR potentiator -1.2, CHO parental Ca -24.1 and CHO-K1 Ca PAM -2.7.
Screening O=C(Nc1ccccc1)[C@@H]1CC=C[C@@H]2CCN(Cc3ccc(Cl)c(Cl)c3)C(=O)[C@@H]21 returned V1R ag counter 0.4, TAAR1 antag 16.7, CHRM1 agonist -3.1, M1 ag parental -0.1, TAAR1 ag 57.3*, CHO-K1 Ca antag -5.5, OXTR potentiator -7.1, CHO parental Ca -26.7 and CHO-K1 Ca PAM -2.1.
CC(C)(C)OC(=O)N1CCC(C(N)=O)CC1 was read as V1R ag counter -0.5, TAAR1 antag -20.9, CHRM1 agonist 0.6, M1 ag parental 0.3, TAAR1 ag 5.1, CHO-K1 Ca antag -0.6, OXTR potentiator 0.2, CHO parental Ca -1.6 and CHO-K1 Ca PAM 7.3.

Screening results from PubChem BioAssay.
